Screens deposited in PubChem by several laboratories.
GLD-1 RNA inh = GLD-1/TGE RNA complex disruptors, primary screen, biochemical, fluorescence polarization | Female germline-specific tumor suppressor gld-1 (Caenorhabditis elegans), Q17339 | purified GLD-1 + fluorescein TGE RNA | hit rate 0.44% among 320,000 | inhibition, % at 5.96 µM | AID 2280, 2010;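 active = percent inhibition above a per-plate cutoff, the plate mean of test compounds plus 3 SD, cut at about 30% in these data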;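 note: 0% = DMSO wells with GLD-1 and probe and 100% = wells lacking GLD-1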
MEX-5 binding = MEX-5 zinc finger RNA-binding disruptors – biochemical, C. elegans, fluorescence polarization, MLPCN library, primary screen; Zinc finger protein mex-5 (Caenorhabditis elegans), Q9XUB2; MEX-5/FITC-TCR2 RNA binding; stronger effect = lower value; activity score (negative = inhibition of binding), % at 10 µM; hit rate 0.38% among 300,000;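 active = inhibition past about -25% in most replicates, and total fluorescence under double the plate's negative control median, limit read from the data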;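 note: 0% = DMSO and -100% = 5 µM competing unlabeled TCR2 RNA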
Target sequence (Q9XUB2 whole entry, looked up): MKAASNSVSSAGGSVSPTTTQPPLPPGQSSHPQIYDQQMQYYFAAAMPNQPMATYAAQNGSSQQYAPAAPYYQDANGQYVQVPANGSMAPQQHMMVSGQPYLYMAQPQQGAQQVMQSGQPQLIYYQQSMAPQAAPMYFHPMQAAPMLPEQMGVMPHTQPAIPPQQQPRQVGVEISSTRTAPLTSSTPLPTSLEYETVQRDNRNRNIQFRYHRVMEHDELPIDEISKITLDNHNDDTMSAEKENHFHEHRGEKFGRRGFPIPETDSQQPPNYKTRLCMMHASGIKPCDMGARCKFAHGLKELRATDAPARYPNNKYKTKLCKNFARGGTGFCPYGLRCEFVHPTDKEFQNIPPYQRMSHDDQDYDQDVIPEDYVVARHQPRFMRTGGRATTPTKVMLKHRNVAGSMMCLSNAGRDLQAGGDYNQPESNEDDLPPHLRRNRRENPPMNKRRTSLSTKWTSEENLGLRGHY
Efflux pump mplx = inhibitors of Candida efflux pumps in yeast, primary screen, S. cerevisiae, Nile Red, multiplex; S. cerevisiae Candida pump triplex; inhibition, % at 10 µM; hit rate 0.44% among 330,000; AID 485275, 2010;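 active = plate passing quality check with inhibition over a set limit, or well fluorescence over plate mean plus 4 SD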;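 note: Nile Red retained in pooled yeast measured as flow cytometry median fluorescence; 0% = buffer negative control and 100% = Enniatin B positive control; higher means more Nile Red kept so more efflux inhibition; some compounds called inactive have numbers as strong as hits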
ZTA counter = ZTA (EBV) inhibition in EBNA-1 counter-screen; P03206; ZTA-DNA binding, fluorescence polarization; inhibition, % at 11 µM; hit rate 0.15% among 320,000; AID 2234; in the data active = inhibition above about 33%
Fam108B counter = mouse Fam108B serine hydrolase inhibitors, primary screen, counter-screen for RBBP9 inhibitor project, biochemical, fluorescence polarization | hit rate 0.33% among 300,000 | inhibition, % at 9.51 µM | AID 1947, 2009 | recombinant Fam108B, FP-Rh probe fluorescence polarization;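 active = inhibition above the screen mean inhibition plus 3 SD, computed separately per campaign, cut at about 18% in these data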;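 note: inhibitors lower polarization as less probe binds the enzyme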
EBNA-1 inh = EBNA-1 DNA-binding inhibitors, primary screen, biochemical, fluorescence polarization; inhibition, % at 14.8 µM; hit rate 0.34% among 300,000; AID 1950, 2009; in the data active = inhibition above about 28%
Yeast superoxide = reduction of superoxide in aged yeast, primary screen, HTS. hit rate 0.18% among 330,000. superoxide response (% of plate mean), % at 10 µM. S. cerevisiae aged cells, superoxide DHE fluorescence; stronger effect = lower value;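 active = superoxide response under a set limit, about three screen SD below normal, cut at about 65% in these data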;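 note: yeast aged for seven days with compound at 30 °C before DHE staining; 100% = average MFI of all compound-treated wells on the plate with controls excluded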
BCLXL inh = inhibitors of human Bcl-xL, primary screen, biochemical, fluorescence polarization, HTS; Bcl-2-like protein 1 (Homo sapiens), Q07817; GST-Bcl-xL / FITC-Bim BH3 peptide fluorescence polarization; inhibition, % at 10.9 µM; hit rate 0.7% among 320,000; AID 2129, 2009;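 active = inhibition above the mean of all tested compounds plus 3 SD, cutoff set per campaign, cut at about 30% in these data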;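 note: 0% = DMSO wells and 100% = unlabeled Bim-BH3 peptide competitor; inhibitors lower millipolarization by displacing the labeled peptide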
Target sequence (Q07817 whole entry, looked up): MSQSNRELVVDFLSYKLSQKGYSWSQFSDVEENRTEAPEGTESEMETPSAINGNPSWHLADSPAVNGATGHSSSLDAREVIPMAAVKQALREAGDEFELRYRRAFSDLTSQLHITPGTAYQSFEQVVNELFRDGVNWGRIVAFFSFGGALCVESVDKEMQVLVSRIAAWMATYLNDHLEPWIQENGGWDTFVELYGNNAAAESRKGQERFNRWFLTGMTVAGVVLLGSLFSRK
MCL1 BIM primary = inhibitors of MCL1 binding to BIM-BH3, primary screen, biochemical, fluorescence polarization; Induced myeloid leukemia cell differentiation protein Mcl-1 (Homo sapiens), Q07820; inhibition, % at 10.9 µM; hit rate 0.68% among 320,000; GST-MCL1 / FITC-Bim-BH3 fluorescence polarization;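 active = inhibition above the mean inhibition of all tested compounds plus 3 SD, set per campaign, cut at about 40% in these data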;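 note: 0% = DMSO wells and 100% = unlabeled Bim-BH3 peptide control; higher means more loss of mP so more displacement of Bim peptide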
Target sequence (Q07820 whole entry, looked up): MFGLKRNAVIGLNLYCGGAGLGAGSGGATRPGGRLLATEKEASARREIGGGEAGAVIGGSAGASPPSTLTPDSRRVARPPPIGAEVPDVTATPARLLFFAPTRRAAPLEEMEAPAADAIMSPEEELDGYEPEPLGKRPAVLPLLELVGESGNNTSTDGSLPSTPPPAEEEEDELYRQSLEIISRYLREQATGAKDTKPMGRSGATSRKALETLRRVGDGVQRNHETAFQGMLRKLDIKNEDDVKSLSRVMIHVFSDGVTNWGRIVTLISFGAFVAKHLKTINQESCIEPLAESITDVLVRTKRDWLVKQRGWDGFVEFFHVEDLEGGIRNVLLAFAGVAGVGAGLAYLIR
* hit, by the source's call; · = no result given.

SMILES	GLD-1 RNA inh	MEX-5 binding	Efflux pump mplx	ZTA counter	Fam108B counter	EBNA-1 inh	Yeast superoxide	BCLXL inh	MCL1 BIM primary
CC(C)[C@H](NC(=O)c1ccco1)C(=O)OCC(=O)Nc1ccc(F)cc1	0	0.3	0.1	-22	-6	-3	109	0	-6
N#Cc1cccc(NC(=O)CN2NS(=O)(=O)c3ccccc3C2=O)c1	15	2.2	0.0	8	0	1	85	3	4
Cn1ncc2c(N3CCN(c4ccc(Cl)c(Cl)c4)CC3)ncnc21	-6	0.2	0.1	1	-6	-10	117	4	0
CC(Oc1cccc(F)c1)C(=O)Nc1ccc(N2CCOCC2)cc1 (centres undefined)	6	·	-0.1	-15	·	·	89	0	-1
N#CC(c1ccccc1)c1ccc(C(=O)c2ccc(F)cc2)cc1 (centres undefined)	4	-0.3	-0.1	-5	-2	0	103	6	3
Cc1cc2ccccc2n1CCNC(=O)c1ccc(S(=O)(=O)N2CCOCC2)cc1	24	-2.4	-0.1	6	7	6	91	19	17
CCCCN1CC[C@H]2C=CC[C@@H](C(=O)Nc3nccs3)[C@H]2C1=O	-1	2.2	·	9	2	-9	·	6	10
N#CC1(NC(=O)CSc2nnc(Nc3ccccc3F)s2)CCCC1	9	·	-0.2	6	·	·	95	-5	-2
CCOC(=O)C1(C)C=C(Nc2ccc(OCC)cc2)C(=O)N1c1ccccc1 (centres undefined)	6	-0.4	0.1	-11	4	0	100	4	-2
C=CCNC(=O)c1cc(Cl)ccc1Cl	5	-1.8	-0.3	-12	2	-1	91	2	3
CCOC(=O)c1cnc(-c2ccccc2)nc1N1CC(C)OC(C)C1 (centres undefined)	0	0.2	0.1	13	-1	-7	118	2	0
CCc1ccc(NC(=O)CSc2nnc(SCC(=O)Nc3ccc(CC)cc3)n2N)cc1	-3	0.9	0.1	1	-32	-2	107	-8	-8
COc1ccc(C/C(C)=N/Nc2nc(C)cc(=O)[nH]2)cc1	4	9.8	0.0	-2	3	8	105	2	3
Cc1csc(NC(=O)c2cccc(S(=O)(=O)N3CCCCC3)c2)n1	-3	-0.1	-0.2	10	-1	-3	95	5	4
CC(C)CCn1c(COc2ccccc2)nn(CCC#N)c1=S	0	3.2	0.2	-5	-2	-8	108	-1	-1
Cc1ccc(OCCCCN(C)Cc2ccccc2)c(Br)c1	5	0.1	2.8	10	3	3	84	-1	10
CN(C)Cc1n[nH]c(=O)c2ccccc12	4	-1.1	-0.2	-23	4	-1	94	1	3
CCN(Cc1ccccc1)Cc1ccc(OCc2ccccc2)cc1	-5	0.7	0.2	-2	-2	-3	81	6	1
O=C(NCCCc1ccccc1)Nc1ccccc1	-6	-1.1	0.1	-1	-4	1	95	2	2
O=C(COC(=O)c1cc(Br)ccc1O)NNC(=O)c1cccs1	1	·	-0.1	-3	·	·	84	-4	-5

Next part (2 carried over from the part before).
SMILES	GLD-1 RNA inh	MEX-5 binding	Efflux pump mplx	ZTA counter	Fam108B counter	EBNA-1 inh	Yeast superoxide	BCLXL inh	MCL1 BIM primary
O=C(NCCCc1ccccc1)Nc1ccccc1	-6	-1.1	0.1	-1	-4	1	95	2	2
O=C(COC(=O)c1cc(Br)ccc1O)NNC(=O)c1cccs1	1	·	-0.1	-3	·	·	84	-4	-5
Cc1cc(=O)[nH]c(SCC(=O)NNC(=O)Cc2ccccc2)n1	-3	-4.1	-0.1	11	-4	8	92	2	6
COCc1nnc(NC(=O)CSc2ccccc2)s1	-2	1.0	0.0	6	5	5	101	7	4
COc1ccc(C(=O)N/C(=C\c2cn(S(=O)(=O)N(C)C)c3ccccc23)C(=O)NCCN2CCOCC2)cc1	3	0.3	-0.1	2	0	3	125	5	-5
FC(F)Sc1ccc(NC2=NCCCCC2)cc1	4	1.9	0.0	-2	-1	2	104	3	7
CCOC(=O)C1CCCN(c2c(NCCCN(C)c3ccccc3)c(=O)c2=O)C1 (centres undefined)	6	1.1	-0.1	-10	-1	-4	98	1	1
NS(=O)(=O)c1cccc(NC(=O)CCC(=O)c2cccs2)c1	6	1.2	0.0	-3	-1	1	104	4	4
Cc1cc(C)nc(SCC(=O)Nc2nccs2)n1	-4	0.7	0.3	-3	-1	-17	91	-2	-7
O=C(Cn1c2ccccc2c2nc3n(c(=O)c21)CCS3)N1CCCC1	0	1.9	-0.1	-14	1	1	94	10	0
Cc1nc2ccccn2c1/C(O)=C1\C(=O)C(=O)N(CCN2CCOCC2)C1c1cccnc1 (centres undefined)	14	-4.6	0.1	7	6	-3	100	20	20
O=C(NCCc1ccccc1)C1CCC(CNS(=O)(=O)c2cccs2)CC1 (centres undefined)	2	-2.7	0.0	18	2	10	94	-1	-1
Cc1ccc2nc(SCC(=O)Nc3ccc4c(c3)CCC4)[nH]c2c1	6	0.5	-0.2	-1	2	0	101	5	7
CC1(C)NC(=O)N(CC(=O)N2CCC(Cc3ccccc3)CC2)C1=O	7	-3.4	0.0	10	3	-4	113	4	3
O=C(CSc1nnc(CNC(=O)c2c(F)cccc2Cl)o1)NC1CCCC1	9	·	-0.1	0	-2	0	92	4	0
Cc1occc1C(=O)Nc1cccc([N+](=O)[O-])c1	6	1.9	0.8	-14	2	-4	98	5	2
Fc1ccc(-c2nc3n(n2)Cc2ccccc2-3)cc1	4	-0.8	0.0	-22	4	0	103	3	-2
O=C(CSc1ccccn1)Nc1nncs1	6	-1.3	0.2	-4	0	-12	99	1	3
CCC(C(=O)N1CCN(c2ncccn2)CC1)c1ccccc1 (centres undefined)	6	2.1	-0.1	1	-1	5	104	7	1
CCc1cccc(CC)c1NC(=O)/C(C#N)=C/c1ccccc1C(F)(F)F	6	-1.4	-0.2	9	-5	7	102	5	6
COCCOc1ccc(C(F)(F)F)cc1NC(=O)c1ccc(C(F)(F)F)cc1	2	-3.2	0.0	-5	-7	0	139	2	0
CN(C)c1nc(N)nc(CSc2nnnn2-c2ccc(C(=O)O)cc2)n1	-6	0.2	0.0	17	2	12	90	-2	0
C[C@@H]1NC(=O)[C@H](CCC(=O)O)NC(=O)c2cc([N+](=O)[O-])cc(F)c2NCCC[C@@H](C(N)=O)NC1=O	2	-2.3	0.3	4	0	-1	96	5	14
Cc1ccccc1[C@@]1(C)ON(c2ccccc2C(F)(F)F)C1=O	-4	·	0.0	-3	·	·	92	4	-4
O=C(COc1ccc(Cl)cc1Cl)NNC(=O)c1cccnc1	-1	0.0	-0.3	-18	1	-7	103	4	7
Cc1cc(C(=O)COc2ccc([N+](=O)[O-])cc2)c(C)n1C1CC1	-2	2.6	0.1	2	-3	-3	99	-4	-8
CCC(NC(=O)Nc1ncccc1C)(C(F)(F)F)C(F)(F)F	8	-0.2	-0.1	-12	4	-1	110	5	7
Cc1ccc(C(=O)Nc2ccccc2C(=O)N2CCOCC2)cc1[N+](=O)[O-]	4	0.8	0.0	-14	2	-3	91	-1	-2
CCOC(=O)C1C(C(=O)OCC)C1(c1ccccc1)c1ccccc1 (centres undefined)	-4	-0.4	-0.1	-22	3	1	105	3	1
Cc1nc2ccccc2nc1OCC(=O)N1CCN(c2ccccc2)CC1	-7	0.5	0.1	6	-6	-17	94	2	-8
COc1ccccc1CNC(=O)[C@@H]1CCCN1C(=O)[C@@H]1Cc2ccccc2CN1C(=O)OC(C)(C)C	0	2.1	0.1	-4	6	-5	81	-3	10
COc1ccccc1N=Nc1nc(-c2ccccc2)c(-c2ccccc2)[nH]1	6	-0.9	-0.2	-5	5	-10	114	-6	-15
CN(c1ccccc1)S(=O)(=O)c1ccc(C(=O)NCC2CCCO2)cc1 (centres undefined)	1	0.8	0.1	-10	2	-1	105	2	-4
Cn1c(=O)oc2cc(S(=O)(=O)N3CCC(N4CCCCC4)CC3)ccc21	1	·	0.1	15	-1	5	104	-1	-1
NC(=S)N/N=C/c1coc2ccc(Cl)cc2c1=O	9	0.1	0.2	-4	-1	-3	111	2	9
C/C(=N\NC(=S)Nc1cccc(C)c1)c1cccc(N)c1	7	-0.3	-0.2	-13	4	-11	91	3	12
O=C(Nc1ccccc1)N1CCN(c2nc(-c3ccccc3)ns2)CC1	10	0.1	-0.1	9	-3	10	102	3	4
O=C(Cc1c[nH]c2ccccc12)N/N=C/c1ccccc1O	5	0.6	0.4	-8	-5	-6	87	4	8
CCc1nc2ccccc2n(CCOCCOCCn2c(=O)c(CC)nc3ccccc32)c1=O	-4	0.4	0.2	-8	-3	-10	105	6	5
CC(C)C(=O)Nc1nc2c(ncn2C2CC(O)C(CO)O2)c(=O)[nH]1 (centres undefined)	0	1.7	0.1	5	0	-2	103	2	1
CC(C)c1ccc(/C=C2\C(=O)N(CCN3CCOCC3)C(=S)N2C)cc1	2	2.1	0.1	8	3	1	99	0	-5
O=C(NNC(=O)c1cccnc1)Nc1cccc(Cl)c1Cl	-9	2.0	0.0	-5	4	1	117	3	-9

3 entries from above, ordered by their value in EBNA-1 inh, ascending.
Molecule	EBNA-1 inh
COc1ccccc1CNC(=O)[C@@H]1CCCN1C(=O)[C@@H]1Cc2ccccc2CN1C(=O)OC(C)(C)C	-5
CCC(NC(=O)Nc1ncccc1C)(C(F)(F)F)C(F)(F)F	-1
N#Cc1cccc(NC(=O)CN2NS(=O)(=O)c3ccccc3C2=O)c1	1

(listing goes on)
SMILES	GLD-1 RNA inh	MEX-5 binding	Efflux pump mplx	ZTA counter	Fam108B counter	EBNA-1 inh	Yeast superoxide	BCLXL inh	MCL1 BIM primary
N#Cc1ccccc1S(=O)(=O)N1CCN(c2cnccn2)CC1	-3	-3.6	0.0	-1	9	-14	98	0	-1
O=C(CCCNS(=O)(=O)c1cccs1)N1CCN(c2ccc(F)cc2)CC1	0	-1.7	-0.2	1	6	7	109	7	0
CN(CC(=O)Nc1cccc(C#N)c1)Cc1ccc(Cl)cc1	3	1.1	-0.1	-19	-3	1	96	-2	-3
CCCCn1c(NC(=O)c2ccccc2Cl)c(C#N)c2nc3ccccc3nc21	-3	·	0.1	16	38*	9	107	-1	-6
CC(=O)c1cccc(N(C(=O)CNC(=O)c2ccco2)C(C(=O)NC2CCCC2)c2ccc(C)o2)c1 (centres undefined)	-3	-1.4	0.4	-2	-4	-15	111	0	-7
COc1ccccc1CC(=O)Nc1ccc([N+](=O)[O-])cc1OC	2	2.2	1.6	15	-3	4	114	-1	-8
CC(C)=CC/C=C1\CCC(C(=O)O)C(C(=O)O)C1 (centres undefined)	6	-5.2	0.1	-1	-2	-10	98	2	3
Cc1cccc(NS(=O)(=O)c2ccc(C(=O)NCC3(N4CCCCC4)CCCCC3)cc2)c1C	-1	0.1	-0.1	-6	3	1	88	1	2
O=C(N/N=C/c1cn(-c2ccccc2)nc1-c1cccs1)c1ccc(Cl)cc1	0	0.3	-0.3	-5	-33	-13	92	5	1
COc1ccc(C(CNC(=O)c2ccc(-c3ccccc3Cl)o2)N2CCOCC2)cc1 (centres undefined)	8	2.7	0.2	3	-3	-7	101	1	-6
CCOC(=O)c1ccc(-c2ccc(/C=C(\C#N)C(=O)NCc3cccs3)o2)cc1	1	·	0.0	10	2	-5	92	-6	-4
O=C(Cc1ccc(Cl)cc1)OCC(=O)c1ccc[nH]1	-1	·	0.3	-10	·	·	99	3	-3
COc1cccc(CNC(=O)C2CCCN(c3ncnc4c3nc3n4CCCCC3)C2)c1 (centres undefined)	-1	1.3	0.0	3	3	-2	93	3	1
CCOCCSC1=C(C#N)C(c2cccs2)C(C(C)=O)=C(C)N1 (centres undefined)	10	0.9	0.1	2	2	6	98	6	6
